High-throughput results: PubChem, NMMLSC
CR mimetic SO = caloric restriction mimetics inhibiting age-related superoxide in yeast; 330,000 tested, 0.18% active; superoxide response (% of plate mean), % at 10 µM; S. cerevisiae aged cells, superoxide DHE fluorescence; active compounds read low;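 active means superoxide response under a set limit, about three screen SD below normal, cut at about 65% in these data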;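 further: yeast aged for seven days with compound at 30 °C before DHE staining; 100% = average MFI of all compound-treated wells on the plate with controls excluded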
AGP1 TOR yeast = alters AGP1-GFP fluorescence in TOR pathway yeast screen. GFP response vs DMSO, % at 10 µM. S. cerevisiae AGP1-GFP multiplex flow cytometry, 3 h; GFP as percent of DMSO wells. 320,000 tested, 0.02% active;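 active means GFP response relative to DMSO above a set limit, near screen average plus 3 SD, cut at about 150% in these data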;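 further: median GFP channel fluorescence of the gated AGP1 strain per well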
LAP4-GFP MLPCN = modulators of TOR pathway LAP4-GFP in S. cerevisiae. S. cerevisiae LAP4-GFP multiplex, flow cytometry GFP, 3 h; median GFP as percent of DMSO wells. 320,000 tested, 0.34% active. GFP response vs DMSO, % at 10 µM;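 active means GFP response vs DMSO above a set limit, about the screen mean plus 3 SD, cut at about 150% in these data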
RPL19A TOR yeast = modulators of TOR pathway RPL19A-GFP in S. cerevisiae | S. cerevisiae RPL19A-GFP strain, flow cytometry, 3 h; active compounds read low | percent response vs DMSO, % at 10 µM | 330,000 tested, 0.3% active | AID 2025;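 active means percent response vs DMSO below 50%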;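 further: median channel GFP fluorescence of the barcoded RPL19A-GFP strain; ratio of sample median GFP to plate DMSO average so 100% = DMSO; lower means less RPL19A-GFP as with rapamycin TOR inhibition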
VLA-4 inh = inhibition in a human VLA-4 binding assay. AID 2557. P13612. VLA-4 expressing cells, ligand binding flow cytometry. 330,000 tested, 0.2% active. inhibition, % (about 7 µM as worked out from the volumes in the protocol); in the data active means inhibition above about 50%
Target sequence (P13612 whole entry, looked up): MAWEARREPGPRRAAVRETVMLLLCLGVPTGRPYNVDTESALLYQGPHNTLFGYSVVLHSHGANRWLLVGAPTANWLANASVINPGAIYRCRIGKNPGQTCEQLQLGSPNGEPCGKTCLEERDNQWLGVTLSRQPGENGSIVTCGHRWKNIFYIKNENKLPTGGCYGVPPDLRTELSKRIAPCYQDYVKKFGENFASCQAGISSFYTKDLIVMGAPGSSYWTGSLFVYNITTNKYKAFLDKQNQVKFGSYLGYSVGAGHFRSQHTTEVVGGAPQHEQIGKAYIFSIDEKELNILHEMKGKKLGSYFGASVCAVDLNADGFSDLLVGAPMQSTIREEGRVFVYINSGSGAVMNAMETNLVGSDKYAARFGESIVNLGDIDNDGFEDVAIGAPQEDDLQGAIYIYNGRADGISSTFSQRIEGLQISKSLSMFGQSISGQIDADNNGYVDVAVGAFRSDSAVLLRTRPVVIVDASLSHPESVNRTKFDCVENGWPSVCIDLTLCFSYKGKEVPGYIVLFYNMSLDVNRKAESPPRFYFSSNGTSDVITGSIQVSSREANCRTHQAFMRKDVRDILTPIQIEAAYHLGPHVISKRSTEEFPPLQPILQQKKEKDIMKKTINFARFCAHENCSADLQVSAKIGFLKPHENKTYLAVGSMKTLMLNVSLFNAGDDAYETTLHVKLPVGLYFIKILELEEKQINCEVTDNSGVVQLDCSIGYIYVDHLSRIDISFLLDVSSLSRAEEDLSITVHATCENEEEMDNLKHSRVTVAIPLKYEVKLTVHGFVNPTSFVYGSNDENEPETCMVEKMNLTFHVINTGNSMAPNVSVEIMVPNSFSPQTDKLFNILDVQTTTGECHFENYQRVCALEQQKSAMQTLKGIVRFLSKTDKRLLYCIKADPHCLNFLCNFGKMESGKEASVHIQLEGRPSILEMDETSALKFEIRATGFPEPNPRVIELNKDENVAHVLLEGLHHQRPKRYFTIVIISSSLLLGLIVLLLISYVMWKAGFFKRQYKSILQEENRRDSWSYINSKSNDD
MEP2 TOR yeast = yeast TOR pathway MEP2-GFP modulation; S. cerevisiae MEP2-GFP strain, flow cytometry GFP, 3 h; 100% = DMSO control level; GFP response vs DMSO, % at 10 µM; 330,000 tested, 0.51% active;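 active means GFP response versus DMSO above a set limit, roughly screen mean plus 3 SD, cut at about 180% in these data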;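 further: median GFP fluorescence of the barcode-gated MEP2-GFP cells per well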
GRK2 aptamer HTS = human GRK2 inhibition via aptamer displacement; P25098; inhibition of aptamer binding, % at 10 µM; bead flow cytometry, FAM-aptamer displacement from GRK2; AID 488847; 330,000 tested, 0.59% active;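 active means inhibition of aptamer binding above 40%, roughly 3 SD of noise, on plates passing a quality check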;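 further: median bead fluorescence of bound FAM aptamer so fluorescent compounds give negative values; no value below 0 was filed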
CIT2 TOR yeast = yeast TOR pathway CIT2-GFP modulation; S. cerevisiae CIT2-GFP strain, flow cytometry, 3 h; 100 means same as DMSO wells; GFP response vs DMSO, % at 10 µM; 320,000 tested, 0.065% active;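 active means GFP response relative to DMSO above a set limit, near the screen mean plus 3 SD, cut at about 150% in these data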;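 further: ratio of well median GFP fluorescence to mean of DMSO wells on the plate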
Starred values were filed as active, the others as inactive; nt = no result given; [ ] = remark or other dose.

Start of the data: the first 15 records, to show the layout:
SMILES	CR mimetic SO	AGP1 TOR yeast	LAP4-GFP MLPCN	RPL19A TOR yeast	VLA-4 inh	MEP2 TOR yeast	GRK2 aptamer HTS	CIT2 TOR yeast
CC(=O)Nc1cc(C(=O)NCCN2CCN(Cc3ccccc3)CC2)ccc1Sc1ccc(C)cc1	105	93	100	98	4	103	1	103
Cc1ccccc1OCC(O)CN1CCC(C)CC1 (stereo not drawn)	88	105	98	104	10	107	0	102
CC1=C(C)CS(=O)N(c2ccc(S(N)(=O)=O)cc2)C1 (stereo not drawn)	99	90	nt	95	3	93	2	89
CC(=O)NC(Cc1ccc(F)cc1)C(=O)NC1CCN(C(=O)Nc2ccccc2C)CC1 (stereo not drawn)	94	105	91	100	-14	99	1	106
CCCCNc1c(-c2ccc(-c3ccc(C(C)=O)cc3)c(OC)c2)nc2cc(C)ccn12	114	93	113	88	4	95	0	88
Cc1cccc(OCCC(=O)N(C)CC(=O)Nc2cccc3ccccc23)c1	102	103	105	102	23	104	0	95
COc1cc(NC(=O)CCc2nnc3ccc(N4CCN(C)CC4)nn23)cc(OC)c1	90	99	97	102	10	119	0	121
C=CCN(Cc1ccco1)S(=O)(=O)c1ccc(Cl)cc1	103	116[may fluoresce green]	102[may fluoresce green]	89[may fluoresce green]	-1	111[may fluoresce green]	0	156*[may fluoresce green]
Cn1nnc(NC(=O)CSc2ncn[nH]2)n1	89	98	97	97	0	94	0	86
CC1CCCCN1C(=O)Cn1cc(C(=O)c2ccco2)c2ccccc21 (stereo not drawn)	96	98	99	98	-4	105	97*	99
O=C(NCc1ccncc1)C(=O)NCC(c1ccco1)N1CCN(c2ccc(F)cc2)CC1 (stereo not drawn)	96	107	96	110	2	103	1	100
CC(=O)c1cccc(NC(=O)COC(=O)Cn2cnc3ccccc32)c1	113	100	95	98	-6	101	0	104
CCOC(=O)C(=O)/C(=C\N(C)C)c1onc(-c2ccccc2)c1C(=O)OC	112	101	100	101	5	108	1	100
O=c1cc(-c2ccc(Cl)c(Cl)c2)[nH][nH]1	91	93	95	99	1	99	1	95
O=C(N/N=C/c1ccc(OC(=O)c2cccs2)cc1)c1ccc(F)cc1	102	102	97	98	19	107	0	98

The listing (from the top)
SMILES	CR mimetic SO	AGP1 TOR yeast	LAP4-GFP MLPCN	RPL19A TOR yeast	VLA-4 inh	MEP2 TOR yeast	GRK2 aptamer HTS	CIT2 TOR yeast
CC(=O)Nc1cc(C(=O)NCCN2CCN(Cc3ccccc3)CC2)ccc1Sc1ccc(C)cc1	105	93	100	98	4	103	1	103
Cc1ccccc1OCC(O)CN1CCC(C)CC1 (stereo not drawn)	88	105	98	104	10	107	0	102
CC1=C(C)CS(=O)N(c2ccc(S(N)(=O)=O)cc2)C1 (stereo not drawn)	99	90	nt	95	3	93	2	89
CC(=O)NC(Cc1ccc(F)cc1)C(=O)NC1CCN(C(=O)Nc2ccccc2C)CC1 (stereo not drawn)	94	105	91	100	-14	99	1	106
CCCCNc1c(-c2ccc(-c3ccc(C(C)=O)cc3)c(OC)c2)nc2cc(C)ccn12	114	93	113	88	4	95	0	88
Cc1cccc(OCCC(=O)N(C)CC(=O)Nc2cccc3ccccc23)c1	102	103	105	102	23	104	0	95
COc1cc(NC(=O)CCc2nnc3ccc(N4CCN(C)CC4)nn23)cc(OC)c1	90	99	97	102	10	119	0	121
C=CCN(Cc1ccco1)S(=O)(=O)c1ccc(Cl)cc1	103	116[may fluoresce green]	102[may fluoresce green]	89[may fluoresce green]	-1	111[may fluoresce green]	0	156*[may fluoresce green]
Cn1nnc(NC(=O)CSc2ncn[nH]2)n1	89	98	97	97	0	94	0	86
CC1CCCCN1C(=O)Cn1cc(C(=O)c2ccco2)c2ccccc21 (stereo not drawn)	96	98	99	98	-4	105	97*	99
O=C(NCc1ccncc1)C(=O)NCC(c1ccco1)N1CCN(c2ccc(F)cc2)CC1 (stereo not drawn)	96	107	96	110	2	103	1	100
CC(=O)c1cccc(NC(=O)COC(=O)Cn2cnc3ccccc32)c1	113	100	95	98	-6	101	0	104
CCOC(=O)C(=O)/C(=C\N(C)C)c1onc(-c2ccccc2)c1C(=O)OC	112	101	100	101	5	108	1	100
O=c1cc(-c2ccc(Cl)c(Cl)c2)[nH][nH]1	91	93	95	99	1	99	1	95
O=C(N/N=C/c1ccc(OC(=O)c2cccs2)cc1)c1ccc(F)cc1	102	102	97	98	19	107	0	98
NC(=O)c1ccc(=O)n(Cc2ccc(Cl)cc2Cl)c1	84	100	92	102	4	98	2	99
O=C(Oc1ccc(Cl)c2cccnc12)N1CCCCC1	112	87	116	95	6	95	0	90
C=CCOc1ccc(-c2nc3c(c(=O)[nH]c(=O)n3Cc3ccccc3)n2CCCOC)cc1	103	100	97	100	-2	99	0	101
COc1ccc(N2CCN(C(=O)COC(=O)CCc3ccccc3)CC2)cc1	83	85	95	91	0	91	0	84
COC(=O)c1c(NC(=O)CSc2nnc(-c3cccnc3)n2Cc2ccco2)sc(C)c1C	109	100	107	98	10	94	0	101
CC(C)C(=O)NC(NC(=O)C(C)C)c1ccc([N+](=O)[O-])cc1	106	101	93	100	6	100	1	97
COC(=O)c1sc2nc(C)nc(SCC(=O)Nc3sccc3C(N)=O)c2c1C	112	95	98	95	-2	90	0	88
C/C(=N/NC(=O)CNC(=O)Cc1ccccc1)c1ccc(Cl)cc1	118	106	106	102	3	107	2	102
COc1ccc(/C=C2\CCC(C3CCCC3)C2=O)cc1Cn1nc(C)cc1C (stereo not drawn)	88	100	96	100	5	103	1	107
CC1CN(Cc2ccccn2)CCC1=O (stereo not drawn)	93	102	92	106	4	104	1	109
NC(=O)c1c(NC(=O)CSc2nc(N)cc(=O)[nH]2)sc2c1CCCC2	94	101	102	95	0	100	4	84
O=C(NNC(=O)c1ccc([N+](=O)[O-])o1)c1ccccc1	130	84	96	100	2	97	0	108
COc1ccc(C(=O)N[C@H]2CCCCNC2=O)cc1OC1CCN(C(C)C)CC1	97	107	100	99	-103	108	6	104
N#Cc1ccc(CSc2nnc(NC(=O)CCc3nc4ccccc4c(=O)[nH]3)s2)cc1	94	103	112	99	-3	105	0	102
CC(C)N1C(=O)S/C(=C/c2ccc(Sc3nc4ccccc4[nH]3)o2)C1=O	129	104	102	105	-1	105	7	107
COc1ccc(Cl)cc1-n1c(C)ccc1C	131	102	101	112	4	115	0	104
CN(C)C(=O)c1ccc(NC(=O)COC(=O)c2cc3c(s2)CCCCC3)cc1	94	100	93	97	8	97	0	100
CC(=O)CSc1ncnc2nc[nH]c12	104	91	91	94	16	97	0	96
O=C(CN1C(=O)/C(=C/c2ccccc2)SC1=S)Nc1ncc(Cc2ccccc2)s1	101	96	91	98	-4	99	4	77
CC(C)NC(=O)C(=O)c1cn(C)c2ccccc12	105	98	98	97	-7	100	4	99
Cc1ccc(S(=O)(=O)N2CCN(S(=O)(=O)N(C)C)CC2)cc1	100	110	106	104	2	103	1	103
CN(Cc1cn(Cc2ccccc2)nc1-c1ccc2c(c1)OCO2)Cc1nccn1C	92	100	98	97	4	93	0	98
NC(=O)CC(NC(=O)c1cccc(Br)c1)c1ccc(NC2CCCCCCC2)c([N+](=O)[O-])c1 (stereo not drawn)	102	83	106	92	16	91	6	68
O=C(CCCN1C(=O)c2ccccc2C1=O)Nc1ccc2c(c1)OCCO2	120	98	104	96	0	105	0	93
CC(C)OC(=O)C[N+](C)(C)CCN1C(=O)C2C(c3ccccc3)C=CC(c3ccccc3)C2C1=O (stereo not drawn)	98	93	96	95	-6	97	0	94
Cc1ccc(S(=O)(=O)NCC(=O)OC(C)C(=O)c2ccccc2)cc1 (stereo not drawn)	99	110	101	100	6	99	2	102
Cc1onc(-c2ccccc2)c1NC(=O)Nc1c(-c2ccccc2)noc1C	92	108	97	103	3	99	0	108
COc1cc(NC(=O)C2=C(C)OCCS2)c(Cl)cc1C(=O)NCCN1CCN(C)CC1	99	104	97	98	0	97	0	105
Cn1c(SCC(=O)NCc2ccc3c(c2)OCO3)nnc1-c1c[nH]c2ccccc12	124	99	99	98	7	99	0	91
Cc1ccnc2nc(C(=O)OCC(=O)NCCc3ccc(Cl)cc3)nn12	100	102	117	104	1	152	0	84
CN(C)c1ccc(P(=O)(OCc2ccccc2)C(O)c2ccccc2F)cc1 (stereo not drawn)	93	107	105	95	17	97	0	103
CCOc1cc(/C=C(/C#N)C(=O)Nc2ccc(O)cc2)cc(Br)c1O	95	92	110	96	4	109	0	96
CCc1sc(N)nc1-c1ccccc1	100	97	81	105	-11	87	0	89
O=C(NCN1CCN(CCO)CC1)c1cnccn1	99	104	99	103	15	102	2	104
COc1ccc(OC)c(NC(=O)c2ccc3c(=O)n(CCc4ccccc4)c(=S)[nH]c3c2)c1	113	98	85	102	-8	92	2	92
CN(C)CCCN(C(=O)c1ccc(C(=O)c2ccccc2)cc1)c1nc2cc3c(cc2s1)OCO3	87	103	104	95	-7	96	0	108
N#CCC(=O)Nc1ccc(C(=O)OCC(=O)NC(=O)NCc2ccco2)cc1	98	92	96	101	-7	96	2	99
O=C(Cc1ccccc1)N/N=C/c1ccc2c(c1)OCO2	95	94	104	91	23	100	4	99
Cc1cccc(C)c1NC(=O)CS(=O)CC(=O)Nc1ccc(F)cc1F (stereo not drawn)	101	96	94	99	7	99	0	98
CC(C(=O)NC(=O)NC1CCCCC1)N1CCN(C(c2ccccc2)c2ccccc2)CC1 (stereo not drawn)	98	107	106	99	3	97	0	103
CC(=O)Nc1cccc(NC(=O)CSc2nc3c(=O)n(C)c(=O)n(C)c3n2C)c1	101	104	103	101	-2	97	1	103
CCn1c(SCC(=O)NC(C)C(C)C)nc2cc(S(=O)(=O)N3CCOCC3)ccc21 (stereo not drawn)	110	87	79	101	4	109	1	106
O=C(CN1CCCC1)NC(=O)NC1CCCC1	119	97	87	102	10	89	1	83
O=C(COC(=O)CCC1CCCC1)NCc1ccc(Cl)cc1	140	87	89	89	2	81	1	93
COC(=O)CCC(=O)N1CCc2cc(S(=O)(=O)N3CCc4ccccc43)ccc21	91	82	86	83	3	83	0	87

More results.
SMILES	CR mimetic SO	AGP1 TOR yeast	LAP4-GFP MLPCN	RPL19A TOR yeast	VLA-4 inh	MEP2 TOR yeast	GRK2 aptamer HTS	CIT2 TOR yeast
COc1cccc(NC(=O)C23CCC(C)(C(=O)O2)C3(C)C)c1 (stereo not drawn)	111	106	107	105	-20	103	0	114
COc1cc(NC2c3ccccc3C(=O)N2c2ccc(C)cn2)cc(OC)c1OC (stereo not drawn)	99	95	100	99	17	100	2	90
COc1ccc2c(c1)CC/C(=C/c1cc(OC)c(OC)c(OC)c1)C2=O	105	111	111	103	3	107	0	93
COc1ccc(-c2c(-c3cc(OC)cc(OC)c3)sc3ccc(OC)cc23)cc1	99	103	124	99	-4	114	0	100
Cc1oc(-c2ccccc2Cl)nc1CSc1nc2c(c(=O)[nH]1)CCCC2	139	108	113	107	3	108	4	91

Quoted at random: two records from the list
SMILES	CR mimetic SO	AGP1 TOR yeast	LAP4-GFP MLPCN	RPL19A TOR yeast	VLA-4 inh	MEP2 TOR yeast	GRK2 aptamer HTS	CIT2 TOR yeast
COc1ccc2c(c1)CC/C(=C/c1cc(OC)c(OC)c(OC)c1)C2=O	105	111	111	103	3	107	0	93
Cc1oc(-c2ccccc2Cl)nc1CSc1nc2c(c(=O)[nH]1)CCCC2	139	108	113	107	3	108	4	91
